From PubChem BioAssay
Vc quorum ag – inducers of Vibrio cholerae quorum light production without autoinducers | V. cholerae BH1578 lux reporter, luminescence, 6 h | actives 0.16% (n = 350,000) | AID 588436 | activation, % at 18.7 µM; in the data active means activation mostly above about 9.7%, no sharp cut-off; further: not every result past the cut was called active; inactives centre near 0; reference of the scale not given here
PrPC surface inh – cell surface PrPC inhibition, primary TR-FRET screen; AID 720596; TR-FRET read-out; inhibition, % at 13.8 µM; actives 0.43% (n = 370,000); in the data active means inhibition above about 24%; further: 0% = median of the test wells and 100% = reference compound wells
TcdB inh – blocks C. difficile toxin B glycohydrolase activity. P18177. TcdB glycohydrolase enzymatic assay, plate reader. inhibition, % at 9.99 µM. actives 0.24% (n = 350,000); in the data active means inhibition above about 10%
BoNT-A LC inh2 – inhibitors of Botulinum neurotoxin A light chain protease; multiplex microsphere protease substrate cleavage, flow cytometry; inhibition, % at 10 µM; actives 0.17% (n = 360,000); further: plate controls were buffer without enzyme for full effect and enzyme alone for no effect
Anthrax LF prot – blocks Bacillus anthracis lethal factor protease. multiplex microsphere protease cleavage assay, LF. inhibition, % at 10 µM. actives 0.12% (n = 360,000); further: plate controls were buffer without enzyme for full effect and enzyme alone for no effect
Target sequence (P15917 whole entry, looked up): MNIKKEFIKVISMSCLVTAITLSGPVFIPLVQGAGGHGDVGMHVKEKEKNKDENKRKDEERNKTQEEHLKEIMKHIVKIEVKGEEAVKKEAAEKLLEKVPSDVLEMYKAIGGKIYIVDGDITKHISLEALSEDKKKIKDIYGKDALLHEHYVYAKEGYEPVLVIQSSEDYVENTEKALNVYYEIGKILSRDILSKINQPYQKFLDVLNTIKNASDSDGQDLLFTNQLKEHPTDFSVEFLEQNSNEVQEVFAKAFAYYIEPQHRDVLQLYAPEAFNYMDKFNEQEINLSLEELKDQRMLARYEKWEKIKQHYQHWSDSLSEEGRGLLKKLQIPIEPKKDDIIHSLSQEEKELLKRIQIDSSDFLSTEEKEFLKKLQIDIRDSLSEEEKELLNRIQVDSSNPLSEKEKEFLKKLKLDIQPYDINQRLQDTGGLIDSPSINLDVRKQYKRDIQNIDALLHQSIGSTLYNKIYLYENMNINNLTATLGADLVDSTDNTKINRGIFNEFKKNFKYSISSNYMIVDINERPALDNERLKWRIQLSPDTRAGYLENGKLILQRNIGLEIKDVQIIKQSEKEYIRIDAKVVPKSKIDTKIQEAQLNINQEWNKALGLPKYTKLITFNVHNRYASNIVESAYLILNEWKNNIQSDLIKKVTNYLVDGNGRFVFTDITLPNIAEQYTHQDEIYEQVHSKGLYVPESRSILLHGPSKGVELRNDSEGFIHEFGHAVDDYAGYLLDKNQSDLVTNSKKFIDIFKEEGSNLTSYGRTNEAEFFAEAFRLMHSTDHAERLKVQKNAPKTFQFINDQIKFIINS
SARS 3CLpro inh – SARS-CoV 3CLpro protease inhibition; P0C6X7; recombinant SARS-CoV 3CLpro, quenched FRET peptide cleavage; inhibition, % at 6 µM; actives 0.14% (n = 290,000); in the data active means inhibition above about 12%
PriA SSB inh – inhibitors of Klebsiella pneumoniae PriA binding to SSB C-terminal tail; AlphaScreen SSBct-PriA binding, biotinylated peptide; inhibition, % at 33 µM; actives 0.6% (n = 430,000); AID 1272365; in the data active means inhibition mostly above about 37%, no sharp cut-off; inactive means mostly below about 20%;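 further: plate controls were negative control peptide for no effect and reference peptide for full effect; strong numbers were not always called active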
PfHsp40 yeast – restores yeast growth despite PfHsp40 toxicity. S. cerevisiae expressing PfHsp40, growth rescue, ATP luminescence. growth rescue, % at 12.5 µM. actives 0.68% (n = 340,000). AID 504582; in the data active means growth rescue above about 28%, passing the limit was not always enough;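 further: yeast W303a lacking pdr1 and pdr3 grown in galactose medium; growth measured after three days at 30 °C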
Yp Topo-I inh – Y. pestis Topo-I inhibition via cleavage products; actives 0.064% (n = 360,000); activity, % at 10 µM; Y. pestis Topo-I cleavage product accumulation, plate reader; in the data active means activity above about 50%, passing the limit was not always enough; further: inactives centre near 2
An asterisk follows results filed as active; i = inactive; . = not tested or not shown; & = joins results of further samples. Unless noted, no stated cut-off is given here; in the data, active means inhibition above about 30%; inconclusive means no clear call, values can overlap the other calls; inactive means below that. Not all compounds are listed, so the mix of outcomes need not match the whole.

cpd | Compound | Vc quorum ag | PrPC surface inh | TcdB inh | BoNT-A LC inh2 | Anthrax LF prot | SARS 3CLpro inh | PriA SSB inh | PfHsp40 yeast | Yp Topo-I inh
1 | O=C1CC(N2CCc3ccccc32)C(=O)N1c1ccccc1 (stereo not given) | i | 0.8 | -0.2 | . | . | -2.2 | 8.7 | 1.0 | -1.0
2 | COc1ccc(C(=O)NC(CO)c2nnc(SCc3ccc(Cl)c(Cl)c3)n2C)cc1 (stereo not given) | 1.7 | 3.0 | . | -0.4 | -2.2 | 0.1 | -0.7 | 0.2 | 19.7
3 | CSc1nnc(-c2ccc(NC(=O)CCc3ccccc3)cc2)n1C | -0.3 | -0.8 | . | 0.1 | 14.8 | 5.3 | -3.5 | 1.1 | 7.4
4 | C=CCn1c(=N)n(CC(O)c2ccco2)c2ccccc21 (stereo not given) | . | 1.8 | . | 1.0 | 5.4 | -4.0 | -9.8 | -1.5 | -4.8
5 | CN(c1ccccc1)S(=O)(=O)c1ccc(NC(=O)c2ccc(F)cc2)cc1 | -0.6 | 5.0 | 0.7 | -0.7 | -0.4 | . | -21.2 | 5.1 | 3.1
6 | COc1cc(O)c(C(CCN2CCCC2)c2ccc(N(C)C)cc2)c(OC)c1 (stereo not given) | -2.2 | -6.0 | -4.2 | -1.3 | -11.0 | . | 45.4 | -1.5 | -7.9
7 | CCOC(=O)C(CCC(C)=O)C(=O)c1ccccc1 (stereo not given) | 0.6 | 0.3 | 0.9 | 0.0 | 0.3 | -3.8 | -1.4 | -2.4 | -8.2
8 | COc1ccc(CNC(=O)CN(Cc2ccc(OC)cc2)C(=O)CCC(=O)Nc2ccccn2)cc1 | -0.1 | -0.7 | -0.1 | -1.2 | -5.6 | -1.9 | -4.1 | 1.8 | -15.3
9 | Cn1ccnc1SCC(=O)c1ccc(OC(F)F)cc1 | -0.3 | -1.6 | 0.4 | -1.6 | 5.5 | 0.9 | 0.2 | 0.0 | -1.8
10 | Cc1cc(C(=O)Nc2ccccc2N2CCOCC2)c2ccccc2n1 | i | -3.2 | . | 0.3 | 1.0 | -4.0 | 4.8 | 0.9 | -0.2
11 | CN1C(=O)/C(=C\c2cccc(OCc3ccccc3)c2)SC1=S | -0.6 | 5.2 | 1.4 | -1.0 | -6.4 | 6.5 | -7.2 | 0.2 | -1.1
12 | CN1C(=O)C(CC(=O)NC2CCCCC2)SC1=Nc1ccccc1 (stereo not given) | -0.8 | 2.9 | 0.0 | -0.4 | 1.4 | 0.6 | -14.9 | -0.7 | -3.8
13 | O=C(O)C1CCN(C(=O)c2cc(F)cc3c2OCOC3)CC1 | -0.4 | -0.9 | 1.1 | . | . | 1.5 | 0.3 | . | 2.7
14 | CC(C)CN1C=C2C(=O)C(C)(OC(=O)CCc3ccccc3)C(=O)C=C2C=C1c1ccc(C#N)cc1 (stereo not given) | 1.0 | -17.7 | 0.4 | 3.4 | -5.8 | . | -5.4 | -0.4 | 17.6
15 | COc1ccc(C(=O)Nc2nc3nccc(-c4ccccc4)n3n2)cc1 | -0.3 | -6.6 | 1.0 | -0.1 | 1.1 | -2.6 | -5.4 | 5.5 | 5.2
16 | Oc1ccc(Cl)cc1C=Nc1ccc(Br)cc1 | i | 13.9 | -0.2 | -0.6 | -4.3 | 0.4 | -18.2 | 8.5 | 1.2
17 | Cc1cccc(OCc2nc3ccccc3c(=O)n2N)c1 | i | 2.6 | . | 0.1 | -3.7 | -10.1 | -16.9 | 0.2 | -2.2
18 | CCc1ccccc1NC(=O)CSc1nnc(-c2cc(C)[nH]n2)n1N | -0.4 | 0.8 | 0.0 | 0.7 | -0.1 | -0.6 | -0.5 | 0.7 | 5.6
19 | O=S(=O)(Nc1cccc(-c2ccc(N3CCCCCC3)nn2)c1)c1ccc(C(F)(F)F)cc1 | 5.9 | 4.7 | 0.1 | -1.0 | 0.8 | 6.8 | -2.2 | 0.0 | 1.0
20 | CCN(CC)C(=O)CSc1nc(-c2cccs2)cc(-c2cccs2)c1C#N | i | -2.2 | . | 13.0 | 2.4 | -2.1 | -26.9 | 0.1 | 13.7
21 | O=C(Nc1ccc(F)cc1)Nc1nnc([C@H]2C[C@H](O)[C@@H](CO)O2)s1 | -0.4 | 1.6 | 0.4 | 0.3 | 3.8 | . | . | . | -4.1
22 | Cc1ccc2cccc(OC(=O)c3ccc4c(c3)OCCO4)c2n1 | -0.2 | 7.4 | . | -0.5 | -1.3 | 3.8 | -9.8 | 1.4 | 4.3
23 | O=C(NCC(=O)N(Cc1ccccc1)C(C(=O)NC1CCCCC1)c1ccco1)c1ccco1 (stereo not given) | -0.7 | 4.6 | . | -1.0 | -4.2 | 2.1 | 1.0 | -0.4 | -1.7
24 | COc1ccc(OC)c(Cc2nnc(CCC(=O)N3CCC(N4CCCCC4)CC3)o2)c1 | i | -6.7 | 0.7 | -1.2 | -7.8 | 0.0 | 4.5 | -1.1 | 6.6
25 | COc1cc(N)c(Cl)cc1C(=O)OCC(=O)NCC1CCCCC1 | i | -3.0 | 1.2 | 0.2 | -12.1 | . | -13.9 | 0.9 | 25.7
26 | CCCC/S(C)=N/S(=O)(=O)c1ccc(C)cc1 (stereo not given) | 2.1 | -4.2 | . | -2.0 | -3.5 | -4.4 | . | 0.9 | 8.9
27 | O=C(Nc1ccc(Br)cc1)c1cccc(N2C(=O)CCC2=O)c1 | -12.5 | 4.6 | 0.2 | -0.5 | -1.6 | 2.2 | -10.3 | 0.1 | 5.3
28 | COCCn1c(C)cc(C(=O)COC(=O)c2cccc(O)c2)c1C | -0.8 | 0.7 | 2.0 | 0.5 | -6.5 | -0.2 | 10.3 | 24.8 | 7.8
29 | CC(=O)c1c(C)[nH]c(C(=O)Nc2cccc(S(=O)(=O)N(C)C)c2)c1C | -0.5 | -10.7 | 1.4 | -1.2 | 0.0 | 1.0 | 4.6 | 0.6 | -2.7
30 | Cc1cc(NCCCN2CCOCC2)n2c(nc3ccccc32)c1C#N | i | -1.8 | . | -0.5 | 4.0 | -4.0 | -5.0 | -0.2 | -2.9

The final three records of the part above are carried over, then new ones follow.
cpd | Compound | Vc quorum ag | PrPC surface inh | TcdB inh | BoNT-A LC inh2 | Anthrax LF prot | SARS 3CLpro inh | PriA SSB inh | PfHsp40 yeast | Yp Topo-I inh
28 | COCCn1c(C)cc(C(=O)COC(=O)c2cccc(O)c2)c1C | -0.8 | 0.7 | 2.0 | 0.5 | -6.5 | -0.2 | 10.3 | 24.8 | 7.8
29 | CC(=O)c1c(C)[nH]c(C(=O)Nc2cccc(S(=O)(=O)N(C)C)c2)c1C | -0.5 | -10.7 | 1.4 | -1.2 | 0.0 | 1.0 | 4.6 | 0.6 | -2.7
30 | Cc1cc(NCCCN2CCOCC2)n2c(nc3ccccc32)c1C#N | i | -1.8 | . | -0.5 | 4.0 | -4.0 | -5.0 | -0.2 | -2.9
31 | O=C(COC(=O)c1ccc(S(=O)(=O)N2CCCCC2)cc1)Nc1ccccc1Cl | -10.6 | -11.0 | 1.2 | 0.1 | -2.5 | . | 3.3 | 0.4 | -7.1
32 | Clc1cccc(Cc2ccc(Cl)nn2)c1 | -0.7 | 1.3 | 2.0 | 1.7 | 0.1 | -4.8 | -14.9 | -0.8 | -17.1
33 | CCCCNc1c(-c2ccc(OC)c(Sc3ccc(OC)cc3)c2)nc2ccc(Cl)cn12 | i | -3.5 | -0.4 | -0.4 | -5.9 | . | -4.5 | 19.1 | -2.2
34 | CCNc1nc(NCC)n2c(SCC(=O)Nc3cc(Cl)ccc3OC)nnc2n1 | -5.6 | -6.1 | 5.2 | 2.0 | -4.3 | . | -13.0&-0.8 | 0.8 | 3.4
35 | CC(OC(=O)c1cc(O)c2ccccc2c1O)C(=O)Nc1ccc(C(N)=O)cc1 (stereo not given) | i | -13.1 | 1.2 | -0.2 | -3.7 | . | 17.5 | 0.2 | -16.1
36 | CCn1cc([N+](=O)[O-])c(C(=O)Nc2ccc(Cn3nc(C)cc3C)cc2)n1 | 0.5 | . | 1.3 | -0.2 | -2.4 | 0.4 | 2.9 | -0.4 | -0.6
37 | COc1ccc(OC)c(NC(=O)COC(=O)CCc2nc3ccccc3c(=O)[nH]2)c1 | i | 4.8 | 0.8 | -0.8 | -7.1 | . | 3.8 | -0.8 | 9.3
38 | On1c(-c2ccccc2Cl)nc2ccccc21 | -0.2 | -1.5 | 0.8 | -1.5 | -8.6 | -0.3 | -16.1 | 0.3 | 10.4
39 | CCOC(=O)C1CCCN(C(=O)CCCn2nnnc2CN2CCOCC2)C1 (stereo not given) | -0.4 | 3.7 | -9.5 | 1.0 | 1.7 | 1.8 | 5.8 | -2.5 | -6.1
40 | CSCCC(NS(=O)(=O)c1ccccc1)C(=O)OC(C)C(=O)Nc1ccc(Cl)cn1 (stereo not given) | 0.3 | -0.2 | 0.8 | -2.2 | -2.8 | . | -2.8 | 0.1 | 4.2
41 | Cc1cccc(N2CCN(S(=O)(=O)c3c(C)[nH]c(C)c3C(=O)N3CCCC3)CC2C)c1 (stereo not given) | -3.1 | 0.1 | 4.0 | -0.7 | -0.3 | -3.5 | 0.6 | -0.2 | 6.9
42 | CCOC(=O)COc1coc(CN2CCN(c3ccc(F)cc3)CC2)cc1=O | -0.1 | 6.9 | -1.0 | 0.7 | -1.2 | -6.9 | -9.0 | -1.1 | 11.0
43 | COCC(=O)N(Cc1ccccc1)c1ccccn1 | -0.3 | 6.0 | . | 0.5 | -3.7 | -0.8 | -16.4 | 0.0 | 2.4
44 | Cc1ccc(NC(=O)CCN2C(=O)c3ccccc3S2(=O)=O)cc1F | i | -0.5 | 3.1 | 3.7 | 0.8 | . | -17.7 | 1.0 | 8.4
45 | CN(c1ccccc1C(=O)O)S(=O)(=O)c1ccc2c3c(cccc13)C(=O)N2 | -0.8 | -15.3 | . | -1.5 | -0.8 | 2.6 | -5.2 | -1.4 | 0.6
46 | COc1cc(-c2cc(C(=O)OCC(=O)Nc3ccc4c(c3)OCO4)c3ccccc3n2)cc(OC)c1OC | -0.3 | -1.4 | 0.9 | 0.0 | -3.9 | 0.4 | -12.8 | 0.5 | 2.2
47 | COc1ccc(C(=O)OC2CC3CCC(C2)[N+]3(C)[O-])cc1OC (stereo not given) | -5.6 | 1.2 | 1.1 | 1.6 | 16.8 | 0.3 | -16.9 | 0.4 | 0.8
48 | CC(C(=O)N1CCCC1)N(c1ccc(Cl)cc1)S(C)(=O)=O (stereo not given) | i | -2.9 | 0.6 | -0.3 | -4.0 | . | . | . | 1.8
49 | NC(=O)C12CCCC(Br)(CCC1)C2 | i | 8.3 | 1.6 | -1.9 | 0.5 | 0.5 | 3.1 | 0.1 | 7.8
50 | N#Cc1c(NC(=O)CCN2C(=O)c3ccccc3C2=O)oc(-c2ccccc2)c1-c1ccccc1 | . | 0.1 | . | -0.3 | -2.6 | 2.6 | -12.2 | 0.3 | 16.7
51 | COc1ccccc1C1=NOC(COC(=O)c2ccc([N+](=O)[O-])cc2)C1 (stereo not given) | i | -6.0 | 0.5 | -0.6 | -0.5 | -2.7 | -7.0 | . | 3.8
52 | CC(=O)c1c(C(C)=O)c(C)n(-c2ccc(C(=O)O)cc2)c1C | i | -12.8 | . | 0.3 | -1.2 | 1.2 | -3.8 | 1.3 | -2.4
53 | CNC(=O)CC1C(=O)N(c2ccc(F)cc2)C(=S)N1NC(=O)c1ccc(Cl)cc1 (stereo not given) | -6.2 | 8.8 | 1.2 | -0.8 | 0.0 | 0.2 | -3.8 | 0.3 | -7.5
54 | CCOc1ccc(-n2c(O)cc(=O)[nH]c2=O)cc1 | -0.4 | -5.6 | -0.1 | 1.8 | 0.8 | -2.9 | -10.0 | -0.4 | 5.5
55 | COC(=O)c1ccc(Nc2nc(C)cc(=O)[nH]2)cc1 | -0.5 | -5.1 | . | -2.4 | -2.0 | -2.8 | 15.2 | -0.8 | 6.0
56 | COc1cccc(-c2nc(CS(=O)CC(=O)NCCc3ccc(C)cc3)c(C)o2)c1 (stereo not given) | -0.9 | -5.0 | 2.0 | 0.9 | -2.7 | -2.1 | 1.0 | -1.0 | 21.8
